PGC1a acetyl inh: modulators of PGC1a acetylation. U2OS PGC1a acetylation, AlphaScreen anti-acetyl-lysine; with virally co-expressed GCN5 acetyltransferase. inhibition, % at 15.6 µM. 0.17% of 350,000 active;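 active = every replicate shows inhibition of at least 40%; inconclusive = mean inhibition at least 40% but some replicate below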;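 also: 0% = neutral control wells and 100% = positive control wells; some results beyond the cut were filed as inactive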
miR122 inh: inhibitors of miR-122 in Huh7 cells; 0.3% of 340,000 active; Huh7 miR-122 Renilla luciferase sensor, 48 h; neutral wells = 0, positive control = 100; activation (reporter increase), % at 12.5 µM; AID 602342;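 active = mean replicate activation score at least 90 and every replicate individually at or above 90; inconclusive = only one of the two criteria met; inactive = neither criterion met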;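 also: higher luciferase means less miR-122 activity so hits act as miR-122 inhibitors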
PglD DTNB: blocks C. jejuni PglD acetyltransferase activity. purified PglD enzyme, DTNB colorimetric CoA detection. inhibition, % at 12.5 µM. 0.098% of 360,000 active; in the data active = inhibition above about 16%, passing the limit was not always enough; inconclusive = no clear call, values can overlap the other calls; also: strong numbers were not always called active
Cneo AK release: Cryptococcus neoformans lysis via adenylate kinase release; lysis activity, % at 15 µM; C. neoformans lysis, adenylate kinase release luminescence, 4 h; normalised: neutral wells 0, clomiphene wells 100; 0.2% of 360,000 active;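 active = mean lysis activity across replicates of at least 80%, whatever share of replicates individually reach that level; inactive = mean lysis activity below 80%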
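Material: C. neoformans cells | Amount: Yeast cell density of 5 × 10^6 cells/mL | Medium: Fresh YPD growth medium | Dosing: Single dose | Times: Static 4 h at 37 °C with compound, 1 h detection | Detection: AK luminescence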
CFTR F508del cor: CFTR F508del correction in bronchial cells | CFBE cells, YFP halide quenching; stimulated with forskolin plus potentiator P3; % fluorescence drop versus neutral controls | activity (quench increase), % at 7.58 µM | 0.36% of 350,000 active;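 active = mean added fluorescence quench of at least 8% versus neutral control, with both replicates also reaching 8%; inconclusive = only one of the mean or replicate conditions met; inactive = mean below 8% and not both replicates reaching 8%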;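 also: cells transiently co-express mutant CFTR-F508del with the halide-sensitive YFP; corrector assay measuring rescue of mutant channel to the surface after 24 h compound exposure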
FN deposit inh: fibronectin deposition inhibition | AH1F fibroblasts, Alexa488-fibronectin deposition fluorescence, overnight | inhibition, % at 12.6 µM | 0.086% of 350,000 active;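 active = mean inhibition across replicates of 30% or more, regardless of how many single replicates reach that level; inconclusive = mean under 30% yet at least half of replicates reach 30%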;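 also: positive control wells lacked labelled fibronectin entirely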
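test system = AH1F fibroblasts assembling fluorescent fibronectin matrix | quantity = 10000 AH1F cells per well | buffer or medium = DMEM plus 2% serum, read in PBS | doses = single dose, pinned | incubation = 1 h cell attachment, overnight exposure to compound and label | detection = fluorescence at 485 nm excitation, 525 nm emission | read-out basis = inhibition from reduced deposited-fibronectin fluorescence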
INS-1E GSIS act: GLuc luminescence reporter in INS-1E cells, primary screen for activators of glucose-dependent secretion of insulin; INS-1E GLuc reporter insulin secretion, 2-3 h; activation, % at 16.6 µM; 0.61% of 370,000 active;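 active = lowest replicate activation of at least 40%, so every replicate reaches that level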;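 also: 0% = median of neutral control wells and 100% = median of IBMX positive control wells; some compounds called inactive have numbers as strong as hits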
Statin myotox sup: protects C2C12 myotubes from simvastatin toxicity; AID 602340; 0.78% of 330,000 active; rescue of ATP level, % at 7.49 µM; ATP luminescence, 48 h; scaled: DMSO 0, geranylgeraniol control 100;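 active = mean ATP rescue above about 67%, or every replicate alone reaching that limit, limit read from the data, passing the limit was not always enough; inconclusive = no clear call, values can overlap the other calls; inactive = mean under the limit and some replicate under it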;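 also: myotubes were challenged with 10 µM simvastatin during compound exposure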
* marks the source's active call; other numbers are inactive results; ? = inconclusive; nt = not tested or not shown; & = joins results of further samples; [ ] = remark or other dose.

SMILES	PGC1a acetyl inh	INS-1E GSIS act	CFTR F508del cor	Statin myotox sup	FN deposit inh	miR122 inh	PglD DTNB	Cneo AK release
OC[C@H]1[C@@H](c2ccc(Br)cc2)[C@H]2CNCCCCN21	4	11	-2.8	1	-2	-3[16.7 µM]	2	2
COc1ccc(CNC(=O)C[C@H]2C[C@H]3c4cc(NS(=O)(=O)c5ccc(F)cc5)ccc4O[C@H]3[C@@H](CO)O2)cc1	-21	-13	-0.8	-4	-7	1[16.7 µM]	3	-7
Brc1ccc(-c2nnc3c4ccccc4nc(N4CCOCC4)n23)cc1	-6	nt	nt	1	-1	2	2	1
COCC(=O)Nc1cc(OC)cc(OC)c1	-15	nt	nt	-2	nt	2	6	-1
CCNC(=S)N/N=C/c1cc(Br)cc(Br)c1OC	3	nt	nt	7	1	1	2	35
O=C(CSc1ccc(-c2ccccn2)nn1)Nc1ccc(F)c(F)c1	nt	24	5.7	9	7	-8	0	0
COc1ccc(Cl)cc1C(=O)NNC(=S)NC1CCCCC1	5	nt	-2.1	nt	8	2	0	0
COc1ccc(-n2c(N)c(C(=O)Nc3c(C)n(C)n(-c4ccccc4)c3=O)c3nc4ccccc4nc32)cc1	-3	-17	-0.3	nt	-4	-2	3	2
Cc1cc2nc(-c3cccc(Cl)c3)c(Cc3ccccc3)n2c(C)c1Br	6	nt	nt	-13	nt	2	3	-1
Cc1cc(-c2ccccc2)nc(N2CCC(C(=O)NC(C)C)CC2)n1	1	17	nt	10	2	-2	-4	0
Cn1ncc(Br)c1C(=O)NC1CCCCC1	nt	24	0.5	-2	-1	nt	1	-1
CCCC(=O)N1CCC1(C)C(=O)NS(=O)(=O)c1cccs1 (stereo not drawn)	9	nt	0.2	7	0	-9	1	0
Cc1cc2ncn(C(=O)c3ccc(F)cc3)c2cc1C	nt	-5	0.9	-5	7	nt	2	0
COc1ccc(NC(=O)N(C)C[C@H]2OCCCC[C@@H](C)Oc3ccc(NS(=O)(=O)c4ccccc4)cc3C(=O)N([C@H](C)CO)C[C@@H]2C)cc1	-8	1	-1.7	nt	4	5[16.7 µM]	3	-1
NC(=O)C1CCN(CC(=O)NC(=O)NC2CCCC2)CC1	nt	-3	3.4	4	nt	-1	-1	0
COc1cccc(-c2nc(CS(=O)(=O)CC(=O)NCCc3ccc(C)cc3)c(C)o2)c1	-12	-32	1.5	10	-10	-3	3	-9
Cc1oc2c(c1C(=O)NCCCC(=O)O)CCCC2	5	9	nt	-10	nt	-2	3	-1
CCOC(=O)N1CCN(C(=O)COC(=O)c2cc(C)ccc2C)CC1	2	-14	4.2	-1	0	nt	-2	0
CC1(C(=O)NS(=O)(=O)c2cccs2)CCN1C(=O)C1(c2ccc(Cl)cc2)CCC1 (stereo not drawn)	4	16	3.4	15	0	0	-3	0
CNC[C@H]1OCCCC[C@@H](C)Oc2ccc(NC(=O)Nc3ccc(F)cc3)cc2C(=O)N([C@@H](C)CO)C[C@@H]1C	3	-3	-0.5	35	nt	-7[16.7 µM]	3	-1
Cc1cc(Cl)cc(C)c1OCCNCc1ccccc1	nt	-11	-0.6	-12	-3	-3	-6	2
CN1C(C)(C)CCCC1(C)C	nt	nt	-0.9	-7	-1	5	-6	2
CNC(=O)CCc1ccc(OC)cc1	-1	19	-1.2	4	-1	-9	14	1
NS(=O)(=O)c1ccc(N2C(=O)CCCC2=O)cc1	nt	14	2.6	1	8	6	-2	0
C=CCOc1ccc(CN(C)c2ccc(S(=O)(=O)N3CCN(C)CC3)cc2[N+](=O)[O-])cc1	nt	-55	3.2	0	14	nt	-3	1
Cc1cccc(-n2ncc3c(NNC(=O)c4ccco4)ncnc32)c1	-10	15	-0.8	-5	7	-1	-2	1
Cc1ccccc1-c1ccc(=O)n(CC(=O)Nc2ccc(S(=O)(=O)N(C)C)cc2)n1	-20	-10	-1.5	6	0	-3	nt	nt
NC(=O)c1c(NC(=O)C(=O)NCCCN2CCOCC2)sc2c1CCCC2	5	15	-1.6	7	3	-5	nt	nt
CCn1c(C(C#N)/C(=N\S(=O)(=O)c2cccs2)c2ccccc2)nc2ccccc21 (stereo not drawn)	-3	14	nt	-19	-3	4	0	-3
Cc1cc(SCC#N)nc2ccccc12	22	10	-1.1	3	-6	-6	-1	2
Cc1noc(C)c1S(=O)(=O)N(C)C[C@H]1Oc2ccc(NS(=O)(=O)c3ccc(F)cc3)cc2C(=O)N([C@H](C)CO)C[C@H]1C	1	0	-0.6	nt	nt	6[16.7 µM]	nt	nt
C/C(=N\NC(=S)NCc1ccccc1)c1ccc(Cl)s1	5	11	0.9	-4	-3	12	2	17
N=c1scc(-c2ccccc2)n1/N=C/c1ccco1	-6	-3	nt	nt	-7	0	-4	6
CCNC(=S)NN(c1ccccc1)c1ccccc1	-7	nt	nt	-8	nt	7	-5	2
COc1cccc(C(=O)N2CCC(C(=O)NCc3ccco3)CC2)c1	-4	17	1.3	3	4	3	0	-8
O=C(NCc1cccnc1)C1c2ccccc2C(=O)N1C1CCCCCC1 (stereo not drawn)	-4	3	0.8	nt	nt	0	5	-1
O=C(Oc1cccc2cccnc12)c1ccco1	8	nt	nt	-16	nt	2	3	13
CCOC(=O)C1CCCN(c2cc(C)nc3cc(-c4ccc(F)cc4)nn23)C1 (stereo not drawn)	nt	nt	nt	-1	0	-4	6	-3
CCN(CC)S(=O)(=O)c1cc(NC(=O)CNc2cccc(S(=O)(=O)N3CCOCC3)c2)ccc1C	nt	-21	-0.2	nt	5	nt	6	-5
CCOC(=O)N1CCN(C(=O)CNC(=O)C23CC4CC(CC(C4)C2)C3)CC1	-9	-4	0.2	6	-8	-9	-1	-8
CCOc1ccc(/C=C/C(=O)OCC(=O)Nc2cccc(S(=O)(=O)N3CCCC3)c2)cc1	5	-23	-0.3	10	-4	2	3	-3
COc1cccc(S(=O)(=O)N2CCCCN3[C@@H](CO)[C@@H](c4ccc(C#CC5CC5)cc4)[C@@H]3C2)c1	7	-16	-1.3	-15	nt	-9[16.7 µM]	-3	-2
Cn1cc(C(=O)C(=O)N2CCN(c3ccccc3)CC2)c2ccccc21	3	-3	-5.6	4	10	1	4	2
C[C@@H]1CCCCO[C@@H](CN(C)Cc2ccccc2)[C@@H](C)CN([C@@H](C)CO)C(=O)c2cc(NC(=O)Nc3ccccc3)ccc2O1	10	-23	2.5	nt	2	5[16.7 µM]	1	-1
C[C@@H](NC(=O)C[C@@H]1C=C[C@H](NC(=O)C2CCC2)[C@H](CO)O1)c1ccccc1	1	-8	-3.2	-7	1	nt	8	-2
CC1=C(C(=O)N2CCOCC2)CC(CC(=O)NCCc2ccccn2)C(=O)N1CCC1=CCCCC1 (stereo not drawn)	3	19	6.9	-6	1	1	0	5
COc1cccc(CNC(=O)CCC(=O)n2ncc3cc(C)ccc32)c1OC	-11	16	-0.8	3	2	5	6	-1
O=C(COC(=O)COc1ccc(Cl)cc1Cl)NC1CC1	5	1	-1.4	5	-6	5	-6	-1
O=S(=O)(Nc1ncnc2c1oc1ccccc12)c1ccc(Cl)s1	6	nt	nt	5	-1	?	1	-1
C[C@@H]1CN([C@H](C)CO)C(=O)c2cc(NC(=O)C3CCCCC3)ccc2O[C@H]1CN(C)Cc1ccc(C(F)(F)F)cc1	2	-1	-1.5	nt	nt	4[16.7 µM]	0	-1
CCCCn1nnnc1SCC(=O)c1cc(Cl)ccc1OC	-4	nt	nt	-5	-4	2	-2	3
C[C@H](CO)N1C[C@H](C)[C@H](CN(C)S(=O)(=O)c2cn(C)cn2)OCc2ccccc2-c2ccccc2C1=O	3	1	0.4	-4	5	nt	33	0
CC(=O)OC(C(=O)N1CCN(c2ccc(F)cc2)CC1)c1ccccc1 (stereo not drawn)	-5	nt	nt	nt	nt	-1	-3	-1
CCOc1ccc(C(=O)Nc2ccc(C(=O)N3CCOCC3)cc2)c(OCC)c1	nt	16	0.5	-21	3	nt	3	3
COc1cccc(C2NC(=O)CCC2[N+](=O)[O-])c1 (stereo not drawn)	2	2	2.6	0	-1	-4	-2	3
O=[N+]([O-])c1cc([N+](=O)[O-])c(Oc2ccc(F)cc2)cc1NN1CCCCC1	11	9	1.8	-4	-3	0	11	0
COc1ccc(N2C(=O)[C@@H]3[C@H](C2=O)[C@H]2c4ccccc4C=CN2[C@@H]3C(C)=O)cc1	0	-1	3.0	nt	-10	2	0&5	2&-1
COc1ccc(Oc2c(C(F)(F)F)oc3cc(OCC(=O)O)ccc3c2=O)cc1	4	6	5.6	-1	2	-7	-11	-2
CC(=O)Nc1ccc(SC[C@H](C)CN2CC[C@H](C(C)(C)C)CCC2=O)cc1	-27	-23	0.0	7	-6	-1	-4	1
COc1ccc(OC)c(NC(=O)COC(=O)Cc2ccc(-c3ccccc3)cc2)c1	-4	-3	nt	1	-3	-2	-4	-3

Continuation:
SMILES	PGC1a acetyl inh	INS-1E GSIS act	CFTR F508del cor	Statin myotox sup	FN deposit inh	miR122 inh	PglD DTNB	Cneo AK release
O=C(c1ccc(Cl)cc1)c1nnc(-c2ccncc2)o1	8	nt	nt	12	nt	-1	1	-20
CN(Cc1c(F)cccc1Cl)C(=O)c1ccc(NC(=O)CC2SC(N3CCCC3)=NC2=O)cc1 (stereo not drawn)	-5	13	1.9	11	0	-3	3	0
C[C@@H]1CN([C@@H](C)CO)C(=O)c2cc(NC(=O)CCCN(C)C)ccc2O[C@H]1CN(C)CC1CCCCC1	1	14	-1.5	-1	nt	-2[16.7 µM]	6	-2
CC(O)CNc1ncnc2cc(-c3ccc(F)cc3)sc12 (stereo not drawn)	nt	10	2.4	-1	11	nt	0	0
CCCCC(=O)Nc1cccc(NC(=O)c2ccc(Br)o2)c1	nt	nt	nt	-16	nt	55	2	1
Cc1noc(C)c1S(=O)(=O)N(C)C[C@@H]1OCCCC[C@H](C)Oc2ccc(NC(=O)Nc3ccc4c(c3)OCO4)cc2C(=O)N([C@H](C)CO)C[C@H]1C	-3	-7	1.2	nt	nt	-8[16.7 µM]	-1	23
CCCNC(=O)Nc1ccc2c(c1)OC[C@@H](C)N(CCC(F)(F)F)C[C@H](C)[C@@H](OC)CN(C)C2=O	5	-13	0.3	-8	-10	nt	-4	-3
COc1cc(NCCC(=O)c2cccs2)c(OC)cc1Cl	11	3	-0.2	nt	4	nt	nt	nt
C[C@@H]1CN([C@@H](C)CO)C(=O)CCCn2cc(nn2)CO[C@@H]1CN(C)S(=O)(=O)c1ccc(F)cc1	-7	-1	-2.1	-5	2	-4[16.7 µM]	1	-1
COC(=O)[C@H](Cc1ccccc1)NC(=O)N1CCC(C)CC1	-4	-4	nt	-6	0	-4	1	-1
COc1cccc(CN(C)C(=O)c2ccc3c(=O)n4c(nc3c2)CCC4)c1	nt	10	-0.2	0	nt	-3	-7	4
CC1(C)CC(=O)C=C(NCc2cccnc2)C1	2	nt	nt	nt	-3	0	5	0

Source: PubChem BioAssay (Broad Institute)
